# RAD54 inh: RAD54 (human) branch migration inhibition; 0.14% of 360,000 active; Q92698; RAD54 Holliday junction branch migration, FAM/BHQ fluorescence; inhibition, % at 10.4 µM; AID 602329;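 active = mean normalized replicate activity at least 40 and at least half of replicates scoring 40 or more; inconclusive = only one of the two criteria met; inactive = mean below 40 and under half of replicates reaching 40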;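 note: 0% = median of neutral control wells and 100% = median of positive control wells; inhibitors cause a drop in the FAM fluorescence signal; in these data hits start at about 50%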
# Target sequence (Q92698 whole entry, looked up): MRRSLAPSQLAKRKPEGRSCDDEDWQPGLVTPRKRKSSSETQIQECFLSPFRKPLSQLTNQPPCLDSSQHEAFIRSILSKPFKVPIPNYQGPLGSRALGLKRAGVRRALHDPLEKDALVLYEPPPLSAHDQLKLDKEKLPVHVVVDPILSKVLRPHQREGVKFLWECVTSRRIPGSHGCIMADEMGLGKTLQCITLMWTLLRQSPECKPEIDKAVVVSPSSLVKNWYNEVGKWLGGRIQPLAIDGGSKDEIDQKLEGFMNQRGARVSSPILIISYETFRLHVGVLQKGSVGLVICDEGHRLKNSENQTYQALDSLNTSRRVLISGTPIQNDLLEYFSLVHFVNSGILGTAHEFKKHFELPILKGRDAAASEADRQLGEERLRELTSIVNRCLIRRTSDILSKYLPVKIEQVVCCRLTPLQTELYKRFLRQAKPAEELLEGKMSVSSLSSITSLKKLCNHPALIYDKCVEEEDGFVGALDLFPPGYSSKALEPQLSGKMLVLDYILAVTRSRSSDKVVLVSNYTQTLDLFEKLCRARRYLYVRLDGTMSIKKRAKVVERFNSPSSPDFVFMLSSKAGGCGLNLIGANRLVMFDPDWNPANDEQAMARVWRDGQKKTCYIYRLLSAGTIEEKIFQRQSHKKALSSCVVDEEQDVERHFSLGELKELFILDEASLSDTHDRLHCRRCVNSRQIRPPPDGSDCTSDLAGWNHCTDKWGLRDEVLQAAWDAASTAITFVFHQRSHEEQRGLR
# esBAF inh: inhibitors of esBAF chromatin remodeling in mouse ES cells; reporter increase, % at 12.5 µM; 2% of 350,000 active; Bmi1-luciferase knock-in reporter, 24 h; 100% = twice the neutral-well signal; in the data active = activation above about 40%; inconclusive = no clear call, values can overlap the other calls;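 note: 0% = median of the plate's neutral control wells and 100% = double that signal; a rise in the Bmi1 reporter signal indicates esBAF inhibition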
# Numbers without * were called inactive; ? = inconclusive. The list is partial (hit frequency here may not be typical).
SMILES,RAD54 inh,esBAF inh
O=C(CS(=O)c1cccc(Cl)c1)Nc1ccccc1Cl (stereo unspecified),2,-2
COc1ccccc1CNc1nc(Nc2ccccc2OC)c2sccc2n1,-3,-6
O=C(COc1ccccc1)NCc1cccs1,-1,-12
Cc1cc(C)cc(OCC(=O)NCCN2CCOCC2)c1,-18,-7
COc1ccc(S(=O)(=O)N2CCN(C(=O)CCC3CCCC3)CC2)cc1,-6,7
Fc1ccccc1N1CCN(C(c2cccs2)c2nnnn2CCc2ccccc2)CC1 (stereo unspecified),-15,-21
CC(=O)Cc1nsc(NC(=O)c2ccc(COc3ccccc3)o2)n1,6,0
COc1cc(Cl)c(S(=O)(=O)NCCCN2CCOCC2)cc1Cl,-4,-5
Cc1cccc(NC(=O)N(C)Cc2cccs2)c1,-3,31
CC(=O)Nc1ccc(S(=O)(=O)N2CCCCC2c2cccnc2)cc1 (stereo unspecified),5,9
O=c1c2[nH]c3ccc(Cl)cc3c2ncn1Cc1ccccn1,-5,8
CCCOc1ccc(F)cc1-c1cc(C(=O)NCc2cc(C(F)(F)F)cc(C(F)(F)F)c2)[nH]n1,-1,-2
Cc1cc(=O)[nH]c(SCC(N)=O)c1C#N,-7,-1
O=C(Cn1cnc2c(cnn2-c2ccc(F)cc2)c1=O)N1CCN(c2ccccc2)CC1,2,-2
CCOC(=O)c1sc(=S)n(-c2ccccc2)c1N,0,1
O=C(Nc1ccc2c(c1)OCO2)C1Cc2ccccc2CN1S(=O)(=O)c1cccs1 (stereo unspecified),3,38
O=C(NCc1nnc(SCC(=O)N2CCN(c3ccccc3)CC2)o1)c1ccco1,12,-4
COC(=O)c1cc(NC(=O)Cn2c(=O)cnc3ccccc32)cc(C(=O)OC)c1,11,-10
O=C(OCC#CCSc1nnc(-c2ccccc2)o1)c1cc2ccccc2o1,-8,6
Cc1cccc(-c2n[nH]c(=S)n2Cc2ccccc2)c1,-8,-8
COc1cccc(NC(=O)CSc2nnc(C)s2)c1,4,-10
Cc1cccc(NCc2nc(SCC(N)=O)n[nH]2)c1,-11,0
COc1ccc(C(=O)Nc2cccc(OC(=O)c3ccc(C)c(C)c3)c2)cc1,-2,22
COCC(=O)N(Cc1nc2ccccc2c(=O)[nH]1)Cc1cccs1,-5,-10
CCOC(=O)c1nn(-c2ccccc2F)c(-c2ccccc2)c1C(=O)c1ccccc1,2,13
COc1ccc(CNC(=O)COC(=O)c2c[nH]c(=O)[nH]c2=O)cc1OC,-10,-3
CCOc1ccc(NC(=O)Cn2nnc(C(=O)NCc3ccccc3OC)c2N)cc1,-11,-7
COc1ccc(N2CCN(c3oc(COc4ccccc4)nc3C#N)CC2)cc1,9,3
CC(C)CC(=O)c1c[nH]c(C(=O)NCCc2ccccn2)c1,3,17
O=C(Oc1nsnc1N1CCOCC1)N(c1ccccc1)c1ccccc1,3,8
COC(=O)c1ccc(CSc2nc3c(cnn3-c3ccc(C)c(C)c3)c(=O)[nH]2)o1,6,-2
COc1ccc(Nc2ncc3c(n2)CC(c2ccc(C)cc2)CC3=O)cc1 (stereo unspecified),-9,9
COc1ccc(Cc2nn3c(-c4ccccc4OC)nnc3s2)cc1,3,-6
COc1ccc(NC(C)=O)cc1NC(=O)CSc1nnc(-c2cccnc2)n1C,4,-6
CC(=O)CS(=O)(=O)c1ccc(Oc2ccc(S(=O)(=O)CC(C)=O)cc2)cc1,7,4
Cc1ccc(C(=O)COC(=O)CCC(=O)NC2CCCCC2)cc1C,-6,-10

# Molecules listed so far that have a cyano group, in the order listed:
SMILES,RAD54 inh,esBAF inh
Cc1cc(=O)[nH]c(SCC(N)=O)c1C#N,-7,-1
COc1ccc(N2CCN(c3oc(COc4ccccc4)nc3C#N)CC2)cc1,9,3

# Continued:
SMILES,RAD54 inh,esBAF inh
CCCCc1cc(=O)oc2cc(OCC(=O)N3CCc4ccccc43)ccc12,2,1
COc1ccc(OCCCSc2ncccn2)cc1,-6,57*
Clc1ccc2nc(-c3ccccc3)c(Cc3ccsc3)n2c1,-8,?
COc1ccc2c(c1)CC/C(=C/c1ccncc1)C2=O,15,10
O=C(Nc1ccc(OC(=O)c2ccco2)cc1)c1ccco1,3,-8
CNS(=O)(=O)c1cccc(C(=O)OCc2cc(Cl)cc3c2OCOC3)c1,-8,0
c1ccc(-c2nc(N3CCCCCC3)nc(-n3ccnc3)n2)cc1,11,-3
CN1CCN(C(=O)c2cccc3c(-c4ccc(F)c(F)c4)coc23)CC1,9,6
O=C(OCc1nc2ccccc2s1)C1CCN(S(=O)(=O)c2cccs2)CC1,3,56*
COC(=O)c1cccc(Cn2c(Cl)c(/C=N/NC(=O)c3ccccc3Cl)sc2=O)c1,1,9
CC(C)c1ccc(NC(=O)c2ccc(-c3ccnn3C)c3ccoc23)cc1,-3,30
COc1ccc(CNC(=O)C/C(C)=N/NC(=O)C(c2ccccc2)c2ccccc2)cc1,5,12
COC(=O)c1ccc(NC(=O)CSc2nccn2CCc2ccccc2)cc1,5,46*
COC(=O)Nc1ccc2c(c1)N(C(=O)CCN1CCOCC1)c1ccccc1S2,3,0
COC(=O)C(Cc1cncn1COCc1ccccc1)NC(=O)OC(C)(C)C (stereo unspecified),-9,-48
CCN=C1SCC(=O)N1c1ccc(OC)cc1,6,5
Cc1nc2c3ccccc3[nH]c(=O)n2n1,1,-4
CN(C)c1nc(C(=O)OCCO)nc(N(C)C)n1,-3,-4
CC(C)C(NC(=O)CN(c1cccc(F)c1)S(C)(=O)=O)C(C)C,1,-10
CCCSc1nc(O)c(C2OC(=O)c3c2ccc(OC)c3OC)c(=O)n1-c1ccccc1 (stereo unspecified),-4,11
O=C(Nc1nc(-c2ccccc2)cs1)C1COc2ccccc2O1 (stereo unspecified),8,9
Cc1ccc(OCCn2cc(/C(N)=N/O)c3ccccc32)cc1C,3,-10
COc1cc(C=O)ccc1OCCOCCOc1ccccc1Cl,-4,-4
COc1ccc(OC)c(S(=O)(=O)N2CCC(C(=O)NCC3CCCO3)CC2)c1 (stereo unspecified),0,-2

# An excerpt of these results, with two lines to a compound:
# The line under a structure holds: RAD54 inh | esBAF inh
O=C(CS(=O)c1cccc(Cl)c1)Nc1ccccc1Cl (stereo unspecified)
 : 2 | -2
COc1ccccc1CNc1nc(Nc2ccccc2OC)c2sccc2n1
 : -3 | -6
O=C(COc1ccccc1)NCc1cccs1
 : -1 | -12
Cc1cc(C)cc(OCC(=O)NCCN2CCOCC2)c1
 : -18 | -7
COc1ccc(S(=O)(=O)N2CCN(C(=O)CCC3CCCC3)CC2)cc1
 : -6 | 7
Fc1ccccc1N1CCN(C(c2cccs2)c2nnnn2CCc2ccccc2)CC1 (stereo unspecified)
 : -15 | -21
CC(=O)Cc1nsc(NC(=O)c2ccc(COc3ccccc3)o2)n1
 : 6 | 0
COc1cc(Cl)c(S(=O)(=O)NCCCN2CCOCC2)cc1Cl
 : -4 | -5
Cc1cccc(NC(=O)N(C)Cc2cccs2)c1
 : -3 | 31
CC(=O)Nc1ccc(S(=O)(=O)N2CCCCC2c2cccnc2)cc1 (stereo unspecified)
 : 5 | 9
O=c1c2[nH]c3ccc(Cl)cc3c2ncn1Cc1ccccn1
 : -5 | 8
CCCOc1ccc(F)cc1-c1cc(C(=O)NCc2cc(C(F)(F)F)cc(C(F)(F)F)c2)[nH]n1
 : -1 | -2
Cc1cc(=O)[nH]c(SCC(N)=O)c1C#N
 : -7 | -1
O=C(Cn1cnc2c(cnn2-c2ccc(F)cc2)c1=O)N1CCN(c2ccccc2)CC1
 : 2 | -2
CCOC(=O)c1sc(=S)n(-c2ccccc2)c1N
 : 0 | 1
O=C(Nc1ccc2c(c1)OCO2)C1Cc2ccccc2CN1S(=O)(=O)c1cccs1 (stereo unspecified)
 : 3 | 38
O=C(NCc1nnc(SCC(=O)N2CCN(c3ccccc3)CC2)o1)c1ccco1
 : 12 | -4
COC(=O)c1cc(NC(=O)Cn2c(=O)cnc3ccccc32)cc(C(=O)OC)c1
 : 11 | -10
O=C(OCC#CCSc1nnc(-c2ccccc2)o1)c1cc2ccccc2o1
 : -8 | 6
Cc1cccc(-c2n[nH]c(=S)n2Cc2ccccc2)c1
 : -8 | -8
COc1cccc(NC(=O)CSc2nnc(C)s2)c1
 : 4 | -10
Cc1cccc(NCc2nc(SCC(N)=O)n[nH]2)c1
 : -11 | 0
COc1ccc(C(=O)Nc2cccc(OC(=O)c3ccc(C)c(C)c3)c2)cc1
 : -2 | 22
COCC(=O)N(Cc1nc2ccccc2c(=O)[nH]1)Cc1cccs1
 : -5 | -10
CCOC(=O)c1nn(-c2ccccc2F)c(-c2ccccc2)c1C(=O)c1ccccc1
 : 2 | 13
COc1ccc(CNC(=O)COC(=O)c2c[nH]c(=O)[nH]c2=O)cc1OC
 : -10 | -3

# (continued)
SMILES,RAD54 inh,esBAF inh
Cc1c(CCO)c(=O)n(-c2ccccc2)n1S(=O)(=O)c1ccc(F)cc1,7,0
c1ccc2c(c1)CNc1ccccc1C2,1,10
C=CCNC(=O)NC(=O)COC(=O)COc1ccc(Br)cc1F,3,6
COc1ccc2cnn(CCOc3ccccc3)c(=O)c2c1OC,-5,-7
O=C1NC(=O)C(CC(=O)N(Cc2ccco2)C2(C(=O)NC3CCCCC3)CCCCC2)N1 (stereo unspecified),0,-12
O=C1NCCCc2c1oc1ccc(O)cc21,1,-5
O=S(=O)(NCc1ccccc1)c1ccc2c(c1)OCCO2,-4,4
COc1ccc(-c2nc3cc(C)ccn3c2NCC2CCCO2)cc1OC (stereo unspecified),-1,3
CN(Cc1nc(-c2ccccn2)no1)S(=O)(=O)c1ccc(Cl)cc1,1,-6
OC1(c2ccc(OC(F)F)cc2)CSC(=Nc2cccnc2)N1C1CC1 (stereo unspecified),-5,3
COc1ccc(C(C)=O)cc1CSc1nc2ccccc2o1,0,-2
COc1ccc(N/C(C)=C2/C(=O)C(=O)N(CCO)C2c2ccc([N+](=O)[O-])cc2)cc1 (stereo unspecified),4,-15
CCOC(=O)C(C(=O)Nc1cccc(C)n1)C1CCCCC1 (stereo unspecified),-10,-9
Cc1c(C(=O)CN2CCSCC2)c2ccccc2n1C,5,-9
CCn1c2ccccc2c2cc(NC(=O)CSc3nnc(-c4cccc(F)c4)o3)ccc21,-2,-3
O=C(O)c1cccc(Cn2c(Cl)c(/C=N/NC(=O)c3ccccc3)sc2=O)c1,-7,-3
COc1ccc(C(=O)NC2CCN(CC(=O)Nc3cccc(C)c3)CC2)cc1OC,5,-3
CCOC(=O)C1CCN(C(=O)CN(c2cccc(OC)c2)S(=O)(=O)c2ccccc2)CC1,9,0
CCC(C)NC(=O)c1cnn2c1NC(c1cccs1)CC2C(F)(F)F (stereo unspecified),-7,-12
O=C(c1cnn2c(C(F)F)cc(-c3ccccc3)nc12)N1CCSCC1,5,-6
CCCS(=O)(=O)NC(=O)C1(C)CCN(C(=O)/C=C/c2ccccc2)C1 (stereo unspecified),-14,-3
Cc1ccc(S(=O)(=O)/C(C#N)=C/c2c(N3CC(C)OC(C)C3)nc3ccccn3c2=O)cc1 (stereo unspecified),3,2
CCOCC(=O)Nc1nnc(C2CCCCC2)s1,3,33
FC(F)(F)c1ccc2c(c1)nc1n2CCCC1,-8,6
CC(C)CC(=O)Nc1ccccc1Oc1ccccc1,-2,-7
CCCCCn1c(S(=O)(=O)O)nc2ccccc21,-8,7
Cc1cc(Cl)ccc1NC(=O)CSc1nnc(-c2ccncc2)n1Cc1ccco1,8,4
CC(C)C(=O)Nc1nnc(CCN2CCCCC2)s1,-7,-9
Cc1c(Cl)c(C(F)(F)F)nn1CC(=O)NCc1ccccc1,6,5
O=C(NCc1ccccc1)NC1(C(=O)N2CCN(c3ccccc3)CC2)CCCCC1,-12,-7
OCCN1CCN(C(=S)NCCc2ccccc2)CC1,-2,6
Cc1nc(N2CCN(C)CC2)c2sc(=S)n(C)c2n1,1,3
Cc1oc(-c2ccccc2)cc1C(=O)Nc1cccc(C(=O)O)c1,-11,16
C=CCn1cc(/C=N\NC(=O)c2cc3c(ccc4ccccc43)o2)c2ccccc21,4,1
O=[N+]([O-])c1ccc([C@H](O)[C@H](CO)N=Cc2ccccc2O)cc1,8,-8
CCN(CCO)c1ncnc2c1sc1nc(CC(C)C)c3c(c12)CC(C)(C)OC3,1,9
CCCC(=O)Nc1ccccc1NC(=O)CCC,-4,-11
CCCc1nc2oc(C(=O)c3ccccc3)c(N)c2c2c1COC(C)(C)C2,2,2
C=CCn1c(SCc2nc3ccccc3nc2C)nnc1-c1ccoc1C,8,-40
CCCCN(C)C(=O)c1sc2ncn(CC)c(=O)c2c1C,-7,3
Cc1ccc(CCNS(=O)(=O)c2ccc(C)cc2)cc1,4,4
CCn1nc(C(=O)OCC(=O)NCCN2C(=O)CSC2=O)c2ccccc2c1=O,-6,-3
O=C(CCC(=O)c1ccc(F)cc1)Nc1cc(Cl)cc(Cl)c1,-1,-4
Cc1sc2ncn(CCn3cnc4sc(C)c(C)c4c3=O)c(=O)c2c1C,-6,-14
COc1ccccc1NC(=S)NCCc1ccc(Cl)cc1,0,1
CCN(CC)C(=O)CSc1nc2ccccc2n1CC(=O)N1CCN(c2ccccc2OC)CC1,0,5

# High-throughput results as filed in PubChem.
